MrgX1 PAM: human MrgX1 positive allosteric modulation, primary screen; actives 0.63% (n = 310,000); MrgX1-HEK293, Fluo-4 calcium flux, FDSS; stronger effect = higher value; AID 588675; B-score at 10 µM; Q96LB2;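 active means plate-corrected calcium response at least 3 library SD above typical, normal starting fluorescence, not activating the receptor alone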;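 further: compound read alongside a low EC10 to EC30 dose of BAM8-22 agonist; peak minus trough fluorescence over baseline measured at the second addition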
MrgX1 agonist: agonists of human MrgX1 receptor. MrgX1-HEK293 cells, Fluo-4 calcium fluorescence, agonist mode; stronger effect = higher value. Q96LB2. B-score at 10 µM. actives 0.44% (n = 310,000);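 active means calcium response B-score plate-corrected fluorescence ratio at least 3 library SD, with starting fluorescence B-score inside 5 SD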
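System: HEK293 cells stably expressing human MrgX1 receptor; Dosing: test compound in the initial addition of three; Schedule: overnight plating, then 30 min 37 °C plus 30 min room-temperature dye loading; Detection: kinetic calcium dye fluorescence, Fluo-4 NW; Controls: per-plate positive and negative controls for Z′ factor.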
TRPC4 inh: inhibitors of mouse TRPC4 channel; AID 2247; B-score at 10 µM; actives 0.39% (n = 300,000); Q9QUQ5; HEK293 TRPC4beta/mu-opioid, DAMGO-evoked Fluo4 calcium flux; stronger effect = lower value;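 active means B-score over 3 SD under the library average, no early fluorescence shift, positive overall ratio signal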
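Assay system – HEK293 line stably carrying TRPC4beta and mu-opioid receptor · Doses – single dose · Detection – Fluo4 calcium-dye fluorescence, kinetic read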
AI-2 QS mod: modulators of Vibrio harveyi AI-2 quorum sensing system. Vibrio harveyi JMH597 AI-2 luminescence/OD600 ratio, 9 h; stronger effect = lower value; strain lacks LuxN and CqsS sensors; 0 = neutral-control median. activity change, % at 7.5 µM. actives 0.4% (n = 300,000). AID 2094; in the data active means activity change below about -75%, passing the limit was not always enough;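 further: luminescence divided by OD600 gain over 9 h not by final OD600 alone; inactives centre near 13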
HIF act: HIF pathway transcriptional activation; activation, % at 7.5 µM (by protocol); U2OS HRE-luciferase reporter, luminescence; normalized: DMSO 0%, desferrioxamine 100%; AID 1910; actives 0.32% (n = 300,000);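 active means mean activation of at least 10% of the iron chelator positive control signal, with at least half of replicates also reaching 10%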
TRPC4 PAM: allosterically enhances the mouse TRPC4 cation channel; Q9QUQ5; HEK293 TRPC4beta/mu-opioid, DAMGO EC20, Fluo-4 Ca2+ flux; stronger effect = higher value; B-score at 10 µM; actives 0.42% (n = 310,000); AID 2227;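 active means B-score of calcium response area above 5 SD of library B-scores, with initial fluorescence ratio within 5 SD of library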;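 further: B-score of integrated fluorescence ratio over time as area under calcium response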
TRPC4 agonist: TRPC4 (mouse) channel activation; actives 0.49% (n = 310,000); Q9QUQ5; HEK293 TRPC4beta/mu-opioid, Fluo4 calcium fluorescence; stronger effect = higher value; B-score at 10 µM;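 active means B-score above 5 SD of library B-scores, and initial fluorescence ratio not above library mean plus 5 SD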;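 further: positive B-score marks a calcium rise read as TRPC4 activation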
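Test system: HEK293 cells stably co-expressing mouse TRPC4beta and mu-opioid receptor | Schedule: Fluo4 dye loading 45 min at room temperature, 110 s recording | Measured by: Kinetic Fluo4 calcium fluorescence, 5 s baseline at 1 Hz | Evaluation: B score of integrated ratio | Controls: Buffer (low) and maximal DAMGO (high)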
TRPC6 inh: inhibitors of mouse TRPC6 channel. Q61143. HEK293-TRPC6, membrane potential dye, ACh-evoked depolarization; stronger effect = lower value. B-score at 10 µM. actives 1.1% (n = 310,000). AID 2553;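 active means B-score under library mean minus 3 SD, initial fluorescence not abnormally high, positive integrated signal ratio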;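 further: B-score derived from integrated fluorescence ratio over the kinetic read; more negative B-score means stronger inhibition of depolarization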
Target sequence (Q61143 whole entry, looked up): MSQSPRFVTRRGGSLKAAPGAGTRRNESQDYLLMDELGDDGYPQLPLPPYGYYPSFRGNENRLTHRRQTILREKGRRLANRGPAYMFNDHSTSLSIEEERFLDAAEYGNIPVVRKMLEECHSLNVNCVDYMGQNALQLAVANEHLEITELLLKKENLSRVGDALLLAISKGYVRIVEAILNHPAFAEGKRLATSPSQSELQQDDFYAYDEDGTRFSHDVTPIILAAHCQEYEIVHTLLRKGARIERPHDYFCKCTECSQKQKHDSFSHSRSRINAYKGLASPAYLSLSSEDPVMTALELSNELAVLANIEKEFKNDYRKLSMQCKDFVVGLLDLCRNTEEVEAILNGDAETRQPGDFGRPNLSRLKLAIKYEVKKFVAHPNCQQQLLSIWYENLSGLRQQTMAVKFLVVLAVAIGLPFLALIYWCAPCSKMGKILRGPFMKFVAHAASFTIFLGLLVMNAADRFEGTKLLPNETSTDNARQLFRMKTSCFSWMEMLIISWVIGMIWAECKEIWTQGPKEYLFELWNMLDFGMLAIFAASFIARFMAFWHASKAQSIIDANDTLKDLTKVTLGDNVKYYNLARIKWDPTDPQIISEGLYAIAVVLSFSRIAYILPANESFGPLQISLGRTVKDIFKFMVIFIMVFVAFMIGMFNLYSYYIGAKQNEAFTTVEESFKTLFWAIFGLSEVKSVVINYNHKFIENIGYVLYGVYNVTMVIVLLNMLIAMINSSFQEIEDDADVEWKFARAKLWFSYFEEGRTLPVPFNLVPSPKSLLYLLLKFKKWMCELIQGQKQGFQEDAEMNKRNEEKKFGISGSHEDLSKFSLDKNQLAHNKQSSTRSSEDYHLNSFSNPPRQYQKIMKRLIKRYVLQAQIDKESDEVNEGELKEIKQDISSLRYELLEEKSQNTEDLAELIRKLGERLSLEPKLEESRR
MrgX1 antagonist: blocks BAM8-22 activation of human MrgX1 receptor. MRGX1-HEK293 calcium flux, Fluo-4, BAM8-22 antagonism; stronger effect = lower value. B-score at 10 µM. AID 588676. Q96LB2. actives 1.3% (n = 310,000);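 active means calcium-response B-score plate-corrected more than 3 library SD below zero, starting fluorescence within 5 deviations, no agonist response on first addition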;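 further: peak minus trough fluorescence over baseline after final BAM8-22 challenge near maximal dose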
PolyA inh: blocks polyadenylation in yeast reporter cells; S. cerevisiae SKY197-pL101 polyadenylation reporter, beta-gal luminescence; efflux-impaired pdr1/pdr3 knockout yeast; score 100 = 6 SD above DMSO; calls only at 12 µM; actives 0.02% (n = 300,000); AID 1875;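 active means lowest replicate activity score at least 50, where 100 means six control SD above control mean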;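 further: yeast exposed to compound for 9 h at 30 °C; higher score means more reporter readthrough which indicates perturbed polyadenylation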
TRPC6 activator: activators of mouse TRPC6 channel; actives 0.13% (n = 310,000); B-score at 10 µM; HEK293-TRPC6 membrane potential dye fluorescence; stronger effect = higher value;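 active means B-score of the integrated fluorescence ratio above library mean plus 3 SD, and starting fluorescence ratio within library mean plus 5 SD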;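 further: higher score means more depolarization so channel activation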
* = called active by the depositor; i = inactive; / = not tested or not shown. These rows are one share of the data; rates above refer to the full screens.

SMILES	MrgX1 PAM	MrgX1 agonist	TRPC4 inh	AI-2 QS mod	HIF act	TRPC4 PAM	TRPC4 agonist	TRPC6 inh	MrgX1 antagonist	PolyA inh	TRPC6 activator
O=C(NCCc1c[nH]c2ccccc12)c1c(Cl)nc2sccn12	i	i	i	18.8	0.9	i	i	i	i	i	i
CC(=O)Nc1ccc(S(=O)(=O)NC2CC(=O)N(c3ccc(C)cc3)C2)cc1 (configuration not stated)	i	i	i	7.4	-0.1	i	i	i	i	i	i
COCCCNC(=O)Nc1ccc2c(c1)N(C)C(=O)CS2	i	i	i	22.8	-0.3	i	i	i	i	i	i
O=C(NN1CCN(Cc2ccccc2Cl)CC1)c1ccc(Cl)cc1	i	i	i	9.1	-0.1	i	i	i	i	i	i
C#CCOCCOCCOCCNc1nc(N2CCOCC2)nc(N2CCN(C(=O)[C@H](Cc3cc4ccccc4[nH]3)n3cc([C@@H](N)C(C)CC)nn3)CC2)n1 (some centres not stated)	i	i	i	11.8	1.4	i	i	i	i	i	i
CC(C)(C)NC(=O)C1Cc2ccccc2CN1C(=O)Nc1ccccc1Cl (configuration not stated)	i	i	i	24.9	-0.2	i	i	i	i	i	i
CC(Oc1ccccc1)C(=O)NNS(=O)(=O)c1ccc([N+](=O)[O-])cc1 (configuration not stated)	i	i	i	16.4	/	i	i	i	i	i	i
Cc1ccccc1NC(=O)C1C2CCCC1C2c1ccccc1 (configuration not stated)	i	i	i	16.7	-0.3	i	i	i	i	i	i
O=C1CC(Sc2nnc(-c3ccccc3O)o2)C(=O)N1c1ccccc1 (configuration not stated)	i	i	i	29.8	-0.5	i	i	i	i	i	i
CC1Sc2ccc(S(=O)(=O)N3CCN(c4cccc(Cl)c4)CC3)cc2NC1=O (configuration not stated)	i	i	i	27.4	0.4	i	i	i	i	i	i
COc1cc(C(=O)NCCC(=O)NCc2ccc3c(c2)OCO3)cc(OC)c1OC	i	i	i	8.9	0.0	i	i	i	i	/	i
CN(CC(=O)Nc1cccc(F)c1)C(=O)C1CC(=O)N(Cc2ccccc2)C1 (configuration not stated)	i	i	i	12.5	0.3	i	i	i	i	i	i
COc1c(C(CC(C)C)OC(C)=O)ccc2c1C(=O)OCc1cc(C)cc(O)c1O2 (configuration not stated)	i	i	i	28.8	0.0	i	i	i	i	/	i
COc1ccc(N2CC(C(=O)NCc3n[nH]c(=O)c4ccccc34)CC2=O)cc1 (configuration not stated)	/	/	i	56.8	0.4	i	i	i	/	i	i
Cn1c(CNc2ccc(Cl)cc2)nnc1SCc1ccccc1	i	i	i	15.1	1.6	i	i	i	i	i	i
Cc1ccc(NC(=S)NCC(C)C)cc1	i	i	i	8.5	0.4	i	i	-7.23*	i	i	i
COc1ccc(CCNC(=O)C(=O)NCc2ccccc2C)cc1OC	i	i	i	8.6	0.1	i	i	i	i	i	i
COc1cc(/C=N/n2nnnc2N)ccc1OCC#N	i	i	i	1.8	-18.1	i	i	i	i	i	i
COc1ccc(Cl)cc1C(=O)O/N=C(\N)c1ccc(Cl)cc1	i	i	i	2.2	1.5	i	i	i	i	i	i
OCCN(CC#CCC(O)(c1ccccc1)C1CCCC1)CCO (configuration not stated)	i	i	i	2.5	-0.1	i	i	i	i	i	i
CCOC(=O)N1CCC(NC(=O)CCC(=O)N2CCOc3ccc(Cl)cc32)CC1	i	i	i	6.1	0.2	i	i	i	i	i	i
C=CCN(C(=O)CCS(=O)(=O)c1cccc2nsnc12)c1ccccc1	i	i	i	39.2	-0.5	i	i	i	i	i	i
COc1ccc(Cn2c(=O)[nH]c3cc(C(=O)Nc4ccc(N5CCN(C)CC5)cc4)ccc32)cc1	i	i	i	0.1	-3.7	i	i	i	i	i	i
O=C(c1ccc(Cl)cc1)c1ccc(CN2C(=O)c3ccccc3C2=O)o1	i	i	i	-9.8	0.0	i	i	i	i	i	i
COC(=O)c1sc2ccccc2c1NC(=O)c1ccc(S(=O)(=O)N2CCC(C)CC2)cc1	i	i	i	17.5	0.0	i	i	i	i	i	i
COc1ccccc1C(=O)NCCc1nc2ccccc2n1C	i	i	i	14.2	0.3	i	i	i	i	i	i
CC(=O)N(C)c1nc(-c2ccc(Cl)cc2)cs1	i	i	i	21.6	1.2	i	i	i	i	i	i
CCCCNC(=O)C1=C(N)C(C(=O)Nc2ccc(C)c(S(=O)(=O)N3CCCCC3)c2)SC1=Nc1ccc(C)cc1C (configuration not stated)	i	i	i	14.2	-1.1	i	i	i	i	i	i
Cc1ccc(N(CC(=O)NCc2ccco2)C(=O)CCC(=O)Nc2nccs2)cc1	i	i	i	13.6	-1.2	i	i	i	i	i	i
COc1ccccc1NC(=O)N1CCCC1C(=O)NCc1ccc(F)cc1 (configuration not stated)	i	i	i	16.5	-0.5	i	i	i	i	i	i
Cn1cc(Br)c(-c2cccc(NC(=O)CCCC(=O)O)c2)n1	i	i	i	32.1	0.1	i	i	i	i	i	i
Cc1ccc(S(=O)(=O)N2CCC(=O)N(C(COCc3cccc(C)c3)C(C)C)CC2)cc1 (configuration not stated)	i	i	i	15.9	-0.8	i	i	i	i	i	i
CN1CCC(N(C)C(=O)/C(C#N)=C/c2ccc(OC(F)F)cc2)CC1	/	/	i	16.1	0.2	i	i	i	/	i	i
COc1ccc(CCNC(=O)CCC(=O)N2CCN(S(=O)(=O)c3ccccc3)CC2)cc1OC	i	i	i	13.7	-0.3	i	i	i	i	i	i
CSCCC(NC(=O)C1CCC(C)CC1)C(=O)OCC(=O)c1ccc(Cl)cc1 (configuration not stated)	i	i	i	14.3	-0.2	i	i	i	i	i	i
CC(C)CC(=O)NC(=S)Nc1cc(C(=O)O)ccc1Cl	i	i	i	38.8	0.1	i	i	i	i	i	i
O=C(/C=C/c1ccccc1)c1ccc2c(c1)OCO2	i	i	i	-12.8	-0.1	i	i	i	i	i	i
Cc1cc(C(=O)NCc2ccccc2Br)no1	i	i	i	4.4	0.7	i	i	i	i	i	i
CCOCCCNC(=O)c1oc2ccc(S(=O)(=O)N3CCOCC3)cc2c1C	i	i	i	8.4	-0.1	i	i	i	i	i	i
O=C(CCCCCCCC(=O)c1ccccc1)c1ccccc1	i	i	i	6.5	-0.3	i	i	i	i	i	i
Cc1ccc(-c2nc3cc(Cl)ccc3o2)cc1	i	i	i	/	1.8	i	i	i	i	i	i
CCN(CC)C(C(=O)Nc1ccc2c(c1)OCO2)c1ccccc1 (configuration not stated)	i	i	i	11.7	-0.1	i	i	i	i	i	i
Cc1c(OCC(=O)N2CCC(C(N)=O)CC2)ccc2c3c(c(=O)oc12)CCCC3	i	i	i	13.0	0.1	i	i	i	i	i	i
Cc1ccc(NC(=O)N2C(=O)C3(OCCO3)c3ccccc32)cc1	i	i	i	2.4	2.6	i	i	i	i	i	i
COc1cc(C)ccc1OCCOCCN(C)Cc1ccccc1	i	i	i	4.0	0.4	i	i	i	-6.5*	i	i
COCCn1c(SCC(=O)Nc2cc(C)on2)nc2ccccc21	i	i	i	24.1	0.1	i	i	i	i	i	i
O=C(O)c1ccc(N2C(=O)/C(=C\c3ccccc3)N=C2c2ccccc2)cc1	i	i	i	16.9	-0.3	i	i	i	i	i	i
COc1ccc(CN2CCNC(=O)C2CC(=O)NCc2cnn(C)c2)cc1OC (configuration not stated)	i	i	i	7.0	-0.1	i	i	i	i	i	i
CC(C)C(C)NC(=O)COc1ccc(-c2ccccc2)cc1 (configuration not stated)	i	i	i	2.5	0.4	i	i	i	i	i	i
COc1ccc(C(=O)NC(=S)NCc2ccccc2)cc1OC	i	i	i	17.8	0.2	i	i	i	i	i	i
CCN1C(=O)[C@H]2[C@@H](c3ccc(Cl)cc3)N3C(=O)CN(CC4CC4)C(=O)[C@@]3(C)[C@H]2C1=O	i	i	i	6.7	0.0	i	i	i	i	i	i
Cc1nc(SCC(=O)NCC2CCCO2)c2c3c(sc2n1)CCC3 (configuration not stated)	i	i	i	-0.1	-0.5	i	i	i	i	i	i
COc1ccccc1N1CCN(S(=O)(=O)CCNC(=O)C2CC(=O)N(c3ccccc3)C2)CC1 (configuration not stated)	i	i	i	6.2	0.2	i	i	i	i	i	i
COc1ccc(Cn2nnnc2C(c2cc(OC)ccc2OC)N2CCC(C(N)=O)CC2)cc1 (configuration not stated)	i	i	i	6.9	-0.3	i	i	i	i	i	i
COCCOC(=O)c1cc(C(=O)c2cc(F)ccc2O)coc1=N	i	i	i	31.7	0.3	i	i	i	i	i	i

Screening data (PubChem BioAssay)
